# NPR2 activator = GC-B (human) receptor activation. P20594. activation, % at 10 µM. HEK293-GC-B cells, CNP EC30, cGMP TR-FRET; 0% at EC30 CNP, 100% saturating CNP. 0.11% of 370,000 active. AID 1920062;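 active means activation at 10 µM reaching about 35% in either raw or pattern-adjusted values, limit read from the data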
# rCAG RNA binder = binds r(CAG) RNA repeats; 1.3% of 370,000 active; inhibition, % at 3 µM; r(CAG) RNA repeat, TO-PRO-1 dye displacement fluorescence;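 active means inhibition above the plate cutoff, the mean of all test compounds on that plate plus 3 SD, cut at about 35% in these data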;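 further: 0% = DMSO alone and 100% = 100 µM mitoxantrone as full dye displacement; higher means more dye released from RNA so lower well fluorescence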
# NPR1 activator = GC-A (human) enzyme activation; P16066; HEK293 GC-A cells, cGMP TR-FRET, EC30 ANP; 0% at EC30 ANP, 100% saturating ANP; activation, % at 10 µM; 0.14% of 370,000 active; in the data active means activation above about 40%
# ADAM10 inh = inhibitors of human ADAM10 | recombinant ADAM10, EDANS/DABCYL FRET peptide cleavage, 3 h | inhibition, % at 7 µM | 0.62% of 370,000 active | AID 720582;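 active means inhibition above a per-campaign cutoff equal to the mean of compounds falling between control-based bounds plus 3 SD, cut at about 20% in these data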;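 further: 0% = DMSO wells while the 100% control is not disclosed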
# sPLA2-III inh = Inhibits HGIII-sPLA2 liposome hydrolysis, primary screen; Q9NZ20; QFRET BODIPY PC-A2 liposome hydrolysis, fluorescence; inhibition, % at 12.2 µM; 0.56% of 370,000 active;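 active means inhibition above mean plus 3 SD of compounds lying within the high and low control bounds, cut at about 19% in these data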;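 further: 0% = median of test compound wells and 100% = no enzyme DMSO wells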
# Target sequence (Q9NZ20 whole entry, looked up): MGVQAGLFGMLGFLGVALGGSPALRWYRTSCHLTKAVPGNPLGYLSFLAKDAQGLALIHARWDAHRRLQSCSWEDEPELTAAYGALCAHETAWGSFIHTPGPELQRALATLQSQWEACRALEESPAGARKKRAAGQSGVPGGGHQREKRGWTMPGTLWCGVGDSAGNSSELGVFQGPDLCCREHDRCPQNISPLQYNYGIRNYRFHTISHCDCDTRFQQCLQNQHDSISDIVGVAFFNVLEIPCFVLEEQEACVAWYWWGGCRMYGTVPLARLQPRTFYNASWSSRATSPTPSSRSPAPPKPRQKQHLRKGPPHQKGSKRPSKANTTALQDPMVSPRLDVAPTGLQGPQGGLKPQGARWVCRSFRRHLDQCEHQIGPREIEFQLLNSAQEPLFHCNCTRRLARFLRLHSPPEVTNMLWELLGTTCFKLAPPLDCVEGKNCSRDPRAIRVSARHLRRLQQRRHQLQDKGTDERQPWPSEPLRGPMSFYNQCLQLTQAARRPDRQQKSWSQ
# ASAP1 inh = ASAP1 ArfGAP inhibition | ASAP1-stimulated ARF1 GTP hydrolysis, GDP FP detection | 0.19% of 360,000 active | inhibition, % at 16.5 µM | Q9ULH1; in the data active means inhibition above about 25%;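 further: 0% = vehicle with enzyme and substrate and 100% = no enzyme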
# KLK7 zymogen act = activators of human kallikrein-7 zymogen | P49862 | purified proKLK7, EDANS-DABCYL substrate fluorescence; 100% is mature enzyme control, 0% vehicle | activation, % at 7 µM | 0.9% of 370,000 active;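 active means activation above the mean of all tested compounds plus 3 SD, computed per campaign excluding outliers beyond control limits, cut at about 13% in these data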
# Target sequence (P49862 whole entry, looked up): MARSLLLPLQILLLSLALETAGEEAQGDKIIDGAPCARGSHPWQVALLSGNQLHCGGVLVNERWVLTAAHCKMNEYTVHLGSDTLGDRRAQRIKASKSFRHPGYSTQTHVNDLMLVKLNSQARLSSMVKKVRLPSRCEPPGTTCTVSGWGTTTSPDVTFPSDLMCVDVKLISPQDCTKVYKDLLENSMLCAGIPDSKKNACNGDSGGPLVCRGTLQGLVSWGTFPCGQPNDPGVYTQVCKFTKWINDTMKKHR
# GAA850 FXN act = activators of GAA850 frataxin (FXN) promoter | HEK293 lucGAA850 FXN promoter luciferase reporter, 24 h; percent of 10 µM SAHA response | activation, % at 6 µM | 0.56% of 360,000 active | AID 540364;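 active means activation above the average of all compounds screened plus 3 SD, cutoff fixed separately per campaign, cut at about 7.5% in these data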;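 further: 0% = DMSO wells and 100% = 10 µM SAHA wells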
# ARFGAP1 inhibitor = inhibitors of rat ARFGAP1. Q62848. Arfgap1-stimulated ARF1 GTP hydrolysis, GDP FP detection. inhibition, % at 16.5 µM. AID 651572. 0.26% of 360,000 active;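 active means inhibition above a per-plate limit, mean inhibition of low control wells plus 3 SD, cut at about 25% in these data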;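 further: 0% = DMSO wells with enzyme and 100% = wells lacking Arfgap1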
# Target sequence (Q62848 1-136 limits assumed): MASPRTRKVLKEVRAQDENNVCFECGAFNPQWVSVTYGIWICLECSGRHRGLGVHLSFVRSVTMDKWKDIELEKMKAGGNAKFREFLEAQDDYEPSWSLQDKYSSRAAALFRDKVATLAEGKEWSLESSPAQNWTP
#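 Assay system: Rat Arfgap1 GAP domain (His6, aa 1-136), purified enzyme | Buffer or medium: HEPES 25 mM pH 7.5, NaCl 150 mM, MgCl2, DTT | Schedule: GTP hydrolysis reaction 2 h at 25 °C | Signal: FP of antibody-bound GDP Alexa 633 tracer, ex 620/em 688 nm | Measure: Percent inhibition of Arfgap1-stimulated GTP hydrolysis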
# DDE Tn6 FP inh = inhibitors of Tn6 peptide binding to human fibrin DD(E); P02675; Fibrin DD(E) TRITC-Tn6 fluorescence polarization displacement; inhibition, % at 8.3 µM; 0.21% of 370,000 active;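 active means inhibition above a per-campaign cutoff: mean of compounds within control limits plus 3 SD, cut at about 15% in these data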;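 further: 0% = median of all compound wells on the plate and 100% = blocking peptide control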
# * hit, by the source's call; nt = not tested or not shown.
SMILES,NPR2 activator,rCAG RNA binder,NPR1 activator,ADAM10 inh,sPLA2-III inh,ASAP1 inh,KLK7 zymogen act,GAA850 FXN act,ARFGAP1 inhibitor,DDE Tn6 FP inh
COc1cc(C2NC(=O)NC(c3ccccc3)=C2C(C)=O)c(Br)cc1OCC(N)=O (stereo not drawn),-2,6,1,-1,8,1,-0.4,0.9,5,3
Cc1ccc(Oc2ccccc2/C=N/O)cc1,3,1,6,7,-7,0,-0.1,-0.5,10,-12
Cc1ccc(NC(=S)NCCSc2ccc(Cl)cc2)c(C)c1,7,0,-3,11,15,-6,-0.1,2.5,6,3
CC1CCN(C(=O)COC(=O)CNC(=O)c2ccccc2F)CC1,-1,-4,5,2,2,-1,-1.9,1.7,15,2
O=C(NCCN1CCOCC1)C(=O)c1c[nH]c2ccccc12,3,0,0,7,-4,0,0.3,0.1,-3,2
CCC1=C(OC(=O)N(CC)CC)N2C(=O)OC(=NCC3CC3)[C@]2(C)[C@H]2C1=CC[C@H]1C(=O)N(C)C(=O)[C@H]12,6,-5,4,-5,8,-40,-0.3,-1.9,0,1
O=C(COC(=O)c1cc(Br)ccc1O)NC1CCCCCC1,3,-3,-3,-10,7,0,-0.2,1.7,-3,2
O=C(O)c1ccccc1C(=O)N1CCN(S(=O)(=O)c2cccc(C(F)(F)F)c2)CC1,2,0,-2,-16,12,4,-0.3,-0.6,1,-6
O=C(O)c1ccc(S(=O)(=O)Nc2cccc(CP(=O)(c3ccccc3)c3ccccc3)c2)cc1,-3,16,0,5,-2,-11,-0.5,-0.1,-12,11
COc1cccc(/C=N/NC(=O)c2cc3c(OC)cccc3[nH]2)c1O,3,9,1,-12,-4,-9,-13,-5.8,6,-5
COc1ccc(NC(=O)COC(=O)c2cc(OC)c(OC)c(OC)c2)c([N+](=O)[O-])c1,2,-3,0,0,1,4,0.2,3.2,11,1
Cc1cc(C)c(C(=O)N2CCC(N3CCC(C(=O)NC(C)C)CC3)CC2)o1,0,-2,4,-42,3,-9,-2.3,3.2,8,-4
O=C(Nc1cccc(F)c1)c1cc(S(=O)(=O)N2CCOCC2)cs1,-3,-1,2,-5,-5,9,-0.2,0.5,14,-6
Cc1ccc(CCNC(=O)c2ccc3nc4ccccc4c(=O)n3c2)cc1,0,9,6,-113,-4,-5,-5.8,-2.0,-10,2
Cc1ccc(S(=O)(=O)N(CC(=O)N2CCOCC2)CC(=O)N2CCOCC2)cc1,4,0,-2,4,6,9,-0.3,-1.9,5,-3
CCCC(=O)Nc1nnc(-c2ccccc2)o1,3,0,2,-11,-5,-6,-0.4,-1.8,-5,3
Cc1cc(OCC(=O)N(Cc2ccco2)C2CCS(=O)(=O)C2)ccc1Cl (stereo not drawn),-1,-5,4,-3,-1,-6,0.2,1.5,-2,-3
COc1ccc(C(OC(=O)c2c(C)noc2C)C(=O)NC2CCCC2)cc1 (stereo not drawn),-3,-5,-4,2,-1,5,-0.5,2.0,3,11
O=C(c1cccnc1)N1CCN(c2c(Cl)cccc2[N+](=O)[O-])CC1,-4,-1,7,1,1,-7,0.2,-0.7,2,8
O=C(CCC1CCCN(C(=O)CCC(F)(F)F)C1)NCc1ccc(F)c(F)c1 (stereo not drawn),2,-4,-1,0,2,10,0.1,2.0,-13,-5
COc1ccc(OC)c(Nc2nc(-c3sc(NC(=O)CC(C)C)nc3C)cs2)c1,0,28,2,3,2,5,-0.8,0.0,9,-1
COc1cc(/C=C2\SC(=S)N(NC(=O)c3ccccc3O)C2=O)ccc1O,-3,55*,0,-7,-15,5,1.5,-1.1,-10,-29
Cc1cc(C(=O)NCCN2C(=O)S/C(=C\c3cccs3)C2=O)ccc1[N+](=O)[O-],-6,3,-6,1,-6,-4,-0.5,3.0,11,3
Cc1ccc2nc(-c3cccc(NS(C)(=O)=O)c3)cc(-c3ccccc3)c2c1,1,9,-17,9,-53,-1,0.3,2.3,2,-10
Cc1nc2c(OCCOc3ccc(F)cc3)cccn2c1N(C)C(=O)CCC1CCCC1,4,0,-1,-8,-1,3,0.6,2.0,3,5
CCS(=O)(=O)N1CCC(C(=O)N2CCc3ccccc3C2)CC1,3,-1,-1,-1,-1,9,-0.2,0.5,-2,0
CC(=O)c1cc2c(cc1NC(=O)Cn1nc(C)c(C)c(C#N)c1=O)OCO2,-7,6,1,-4,-9,-8,-0.3,-0.3,13,-3
CS(=O)(=O)N1CCCC(C(=O)N2CCc3ccccc3C2)C1 (stereo not drawn),2,-5,3,-7,1,-2,0.3,2.4,-10,-1
CN(C)CCCNC(=O)/C(=C\C=C\c1ccccc1)NC(=O)c1ccc([N+](=O)[O-])cc1,-8,7,-6,-5,9,-1,0.0,0.1,12,-2
COc1ccc(/C=C/C(=O)c2ccc([N+](=O)[O-])o2)cc1,-1,-1,5,1,6,-3,0.5,5.6,-3,1
COc1ccc(NC(=O)c2sc3nc(C)nc(N4CCN(c5ccccn5)CC4)c3c2C)cc1Cl,-2,13,0,-30,5,17,0.3,3.7,10,5
Cc1cc2ccccc2n2c(SCC(=O)N3CCc4ccccc4C3)nnc12,-7,1,-4,1,8,0,-0.2,-1.9,9,10
O=C(N[C@H](Cc1ccccc1)C(=O)NCC1CCCCC1)[C@H]1O[C@@H](n2ccc(=O)[nH]c2=O)[C@H](O)[C@@H]1O,-2,0,-2,-13,7,19,0.2,nt,1,4
CCN(CC)CCNC(=O)C1c2ccccc2Oc2ccccc21,-2,1,-7,5,-7,-10,0.9,1.6,-3,0
O=C(NCCc1ccncc1)c1ccc2nc(Cc3cccc(Cl)c3)oc2c1,1,-6,2,-5,-6,-7,0.0,0.2,10,-1
COc1cccc(OCC(O)CN2CCC(C)CC2)c1 (stereo not drawn),-1,3,1,-1,3,-8,0.4,-0.9,6,10
COc1cc(/C=C2\SC(N3CCCCC3)=NC2=O)cc(OC)c1OC,0,-2,8,-19,-4,3,2.7,3.2,7,-6
CCCS(=O)(=O)NC(=O)C1(C)CCCN(C(=O)c2ccccc2F)C1 (stereo not drawn),2,0,4,-12,7,-3,-0.4,-1.0,2,-3
COc1ccccc1CN1CCCCC1C(=O)O (stereo not drawn),-2,-3,3,-1,1,2,0.5,-0.7,3,-11
CC(=O)c1c(C)[nH]c(C(=O)Nc2nccs2)c1C,0,-1,-1,2,1,15,-0.3,-0.7,3,1
CCOC(=O)N1CCC(NC(=O)c2cc3c(-c4ccc(OC)c(OC)c4)nn(C)c3s2)CC1,19,-1,19,-3,-6,20,-0.6,-2.1,3,0
Cc1ccccc1CSc1nnc([C@@H]2CCCN2)o1,7,-5,-2,-4,4,5,0.6,1.7,8,-3
COc1ccccc1/C=C/C=N/n1c(-c2ccc(Cl)cc2)n[nH]c1=S,-4,14,-5,-2,-2,2,-1.2,-0.5,1,-4
O=C(N/N=C/c1ccc(Cl)c([N+](=O)[O-])c1)c1cc(-c2ccccc2)nc2ccccc12,5,4,15,-2,0,9,0.0,2.6,-1,3
CN(CCO)c1cc(Sc2nc3ccccc3s2)c2nonc2c1[N+](=O)[O-],26,19,24,14,-13,11,-0.4,-4.8,13,-7
CC(=O)N(C)c1ccc(NC(=O)Nc2ccc(C)c(C)c2)cc1,-3,5,-3,8,-5,27*,0.1,-2.4,0,-6
NS(=O)(=O)c1ccc(CCNC(=O)/C=C/c2ccccc2[N+](=O)[O-])cc1,-5,0,3,-1,2,-5,-0.2,-0.9,2,5
Cc1ccc(-c2noc(CCC(=O)NCC3CCN(Cc4cccc(C)c4)CC3)n2)cc1,-9,-7,-11,-5,-13,6,0.1,-2.2,6,-3
Cn1ncc(Br)c1C(=O)N1CCN(C(=O)c2ccco2)CC1,-1,-1,2,2,6,9,0.3,0.6,0,-1
Nc1nc(=O)n(C2CCC(CO)O2)cc1F (stereo not drawn),-7,2,2,-13,2,-7,-0.8,nt,3,-3
O=C(NCCSc1ccccc1)c1cccnc1,2,-1,0,-1,0,1,0.4,5.9,-5,-4
O=C(CSc1nnc(CNC(=O)c2ccccc2F)o1)c1ccc(Cl)cc1,0,-1,2,6,-17,-1,0.1,-2.1,-1,1
Cc1c(C#N)c2ncn(CCCN(C)C)c(=O)c2n1-c1ccccc1,-6,-1,2,2,-3,-2,-0.5,-1.5,11,1
CC(C)(C)OC(=O)N1CCC[C@@H]1C(=O)N1CCC[C@@H]1C(=O)NCc1ccccc1,3,0,2,3,6,5,0.0,nt,-3,1
CCCCN(C(=O)Cc1ccc2c(c1)OCCO2)c1c(N)n(CC(C)C)c(=O)[nH]c1=O,4,0,0,-18,15,-4,-0.1,-0.5,2,6
COc1ccc(NC(=O)Cn2ncn3c(cc4ccccc43)c2=O)c(OC)c1OC,-3,12,5,-9,-4,3,0.0,-1.5,-6,-1
S=C(NCc1ccc(Cl)c(Cl)c1)Nc1ccc2c(c1)OCO2,-2,4,2,1,3,4,-0.2,-2.1,-5,-5
Cc1cc(C)n2nc(CC#N)c(C#N)c2n1,0,-2,-3,-4,0,-6,0.2,2.5,3,-1
CC(NS(=O)(=O)c1ccc(Cl)c(Cl)c1)C(=O)Nc1cccnc1 (stereo not drawn),-2,2,1,-1,-4,-17,-0.1,2.0,0,5
O=c1c2cc3cc(Cl)ccc3nc2ncn1N1CCCCC1,-11,2,-1,-1,9,nt,0.4,nt,nt,2

# Reprinted from the part before: 4 entries; new compounds follow.
SMILES,NPR2 activator,rCAG RNA binder,NPR1 activator,ADAM10 inh,sPLA2-III inh,ASAP1 inh,KLK7 zymogen act,GAA850 FXN act,ARFGAP1 inhibitor,DDE Tn6 FP inh
S=C(NCc1ccc(Cl)c(Cl)c1)Nc1ccc2c(c1)OCO2,-2,4,2,1,3,4,-0.2,-2.1,-5,-5
Cc1cc(C)n2nc(CC#N)c(C#N)c2n1,0,-2,-3,-4,0,-6,0.2,2.5,3,-1
CC(NS(=O)(=O)c1ccc(Cl)c(Cl)c1)C(=O)Nc1cccnc1 (stereo not drawn),-2,2,1,-1,-4,-17,-0.1,2.0,0,5
O=c1c2cc3cc(Cl)ccc3nc2ncn1N1CCCCC1,-11,2,-1,-1,9,nt,0.4,nt,nt,2
CCCSc1nnc(Cn2c(=O)sc3ccccc32)n1C,2,-1,-1,-11,6,-9,1.0,-0.3,2,10
CCCC(=O)Nc1cccc(S(=O)(=O)N(C)c2ccccc2)c1,3,-3,1,-2,-3,-8,0.5,1.0,-3,6
COCCNC(=O)[C@@H]1CCCN1C(=O)C1CCN(S(=O)(=O)c2ccc(C)cc2)CC1,1,-3,1,1,10,-15,0.1,0.0,1,1
CCc1cc2ccccc2nc1SCC(=O)N1CCN(C(=O)c2ccco2)CC1,-4,-3,-2,1,-11,8,0.1,-0.3,6,-5
CC(C)Oc1ccc(N2CC(C(=O)Nc3ccccc3F)CC2=O)cc1 (stereo not drawn),5,-7,1,-7,5,10,0.2,1.0,7,-3
C=C(C)n1c(=O)n(Cc2ccc(C)cc2)c2ccccc21,10,-11,10,5,1,-9,0.4,3.4,4,4
Cc1ccc(SCC(=O)Nc2ccc(N3CCOCC3)cc2)c(C)c1,-2,-7,-1,-3,3,1,0.4,-1.0,-12,-4
